Tb hexokinase: T. brucei hexokinase 1 inhibition; recombinant TbHK1, G6PDH-coupled NADH A340; inhibition, % at 10 µM; hit rate 0.11% among 220,000; AID 1430;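 active = inhibition of 50% or more in the single-dose primary screen; inactive = inhibition below 50%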
PGE2 EP2 inh: blocks the human prostaglandin E2 receptor EP2; P43116; C6 glioma cells expressing human EP2, cAMP TR-FRET; cells stimulated with saturating PGE2; inhibition, % at 25 µM; hit rate 0.52% among 260,000; AID 1422;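 active = percent inhibition above 40 after rounding to a whole number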;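 note: rat C6 glioma host cells with rolipram phosphodiesterase inhibitor present; the protocol text gives 20 µM as final concentration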
Target sequence (P43116 whole entry, looked up): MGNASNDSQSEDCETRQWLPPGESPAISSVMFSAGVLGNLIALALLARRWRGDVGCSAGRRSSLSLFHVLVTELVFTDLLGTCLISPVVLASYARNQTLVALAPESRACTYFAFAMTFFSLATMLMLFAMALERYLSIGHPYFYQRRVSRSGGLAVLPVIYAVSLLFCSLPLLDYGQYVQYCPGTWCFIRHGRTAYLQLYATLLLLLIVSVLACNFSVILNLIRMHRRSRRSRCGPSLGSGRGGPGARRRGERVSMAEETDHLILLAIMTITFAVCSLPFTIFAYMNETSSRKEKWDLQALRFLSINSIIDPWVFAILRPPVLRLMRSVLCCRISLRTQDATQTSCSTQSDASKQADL
14-3-3 Bad PPI: disrupts binding of bovine 14-3-3 zeta to phospho-Bad peptide. TR-FRET 14-3-3zeta/Dy647-pBad peptide displacement, 1 h. inhibition, % at 21.7 µM. hit rate 0.71% among 220,000. AID 781;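 active = inhibition above about 70%, limit read from the data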;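 note: 0% = full 14-3-3 plus peptide FRET controls and 100% = background without 14-3-3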
Target sequence (P63103 whole entry, looked up): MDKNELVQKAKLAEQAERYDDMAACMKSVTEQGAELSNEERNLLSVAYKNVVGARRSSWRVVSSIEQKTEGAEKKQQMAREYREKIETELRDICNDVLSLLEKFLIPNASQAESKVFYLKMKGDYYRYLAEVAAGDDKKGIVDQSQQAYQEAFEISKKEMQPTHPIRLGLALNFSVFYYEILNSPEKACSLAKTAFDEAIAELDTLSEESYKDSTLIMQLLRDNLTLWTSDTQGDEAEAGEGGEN
EP2 modulator: modulates human prostaglandin E2 receptor EP2 signaling | P43116 | EP2-expressing cells, cAMP HTRF FRET, PGE2 co-stimulation | induction, % at 25 µM | hit rate 0.83% among 260,000 | AID 940;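 active = compounds whose cAMP rise, as percent of the full-agonist control response, exceeds 60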;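 note: rat C6 glioma line stably carrying human EP2 under a CMV promoter; the protocol text gives 20 µM as final concentration; 100% = response of wells given 1 µM PGE2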
Hck-Nef inh: inhibitors of human Hck kinase activated by Nef; inhibition, % at 20 µM; AID 463187; Recombinant Hck-YEEI plus Nef, Z-Lyte FRET kinase assay; P08631; hit rate 0.68% among 220,000;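 active = Hck-Nef kinase inhibition above about 50%, limit read from the data; inactive = inhibition below that limit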;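 note: 0% = DMSO with Hck plus Nef and 100% = Hck alone without Nef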
zVAD death inh: blocks zVAD induced death of L929 cells | AID 1377 | viability rescue, % at 10 µM | L929 zVAD necroptosis rescue, ATP luminescence, 24 h; with zVAD 60 µM | hit rate 0.38% among 220,000;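 active = activation, scaled between plate controls, above about 75%, limit read from the data; inactive = activation under that limit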;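 note: 0% = zVAD with DMSO and 100% = DMSO alone without zVAD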
Calpain2 inh: calpain II (pig) inhibition; purified calpain II, fluorogenic peptide substrate, 30 min; inhibition, % at 16 µM; hit rate 0.37% among 220,000; AID 1236;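 active = inhibition above about 50%, limit read from the data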
eIF4E-4G inh: eIF4E/eIF4G interaction inhibition in translation initiation | P63073+Q04637 | TR-FRET eIF4E-eIF4GI(517-606) binding, 2 h | inhibition, % at 21.7 µM | hit rate 0.37% among 220,000 | AID 782;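 active = inhibition above about 30%, limit read from the data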;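 note: 0% = full FRET control wells and 100% = background wells lacking eIF4GI fragment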
Rad51 HR inh: blocks human Rad51 in homologous recombination | hRad51 DNA strand exchange, fluorescence dequenching | hit rate 0.085% among 200,000 | AID 1385 | inhibition, % at 10 µM;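 active = inhibition above 40% at the single screening dose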;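 note: 0% = DMSO control wells and 100% = blanks with heterologous ssDNA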
Target sequence (Q06609 whole entry, looked up): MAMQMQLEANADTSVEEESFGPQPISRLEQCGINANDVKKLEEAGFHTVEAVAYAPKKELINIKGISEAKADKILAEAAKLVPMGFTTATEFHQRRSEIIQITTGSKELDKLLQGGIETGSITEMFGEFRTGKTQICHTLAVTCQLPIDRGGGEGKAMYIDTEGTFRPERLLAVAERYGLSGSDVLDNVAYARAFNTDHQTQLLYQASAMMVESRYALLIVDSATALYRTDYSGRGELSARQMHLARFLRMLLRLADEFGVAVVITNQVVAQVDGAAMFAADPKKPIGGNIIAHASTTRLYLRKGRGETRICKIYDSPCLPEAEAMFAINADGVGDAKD
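material = hRad51 filaments on single-stranded DNA | timing = filaments 15 min 37 °C, then compound 30 min | signal = FRET fluorescence dequenching, excitation 485 nm, emission 520 nm | benchmarks = control wells and blank wells on each plate | evaluation = percent inhibition relative to plate controls and blanks | compound = 10 µM final, single point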
An asterisk follows results filed as active; i = inactive; nt = not tested or not shown; & = joins results of further samples; [ ] = another dose, or the depositor's remark.

structure,Tb hexokinase,PGE2 EP2 inh,14-3-3 Bad PPI,EP2 modulator,Hck-Nef inh,zVAD death inh,Calpain2 inh,eIF4E-4G inh,Rad51 HR inh
COc1ccc(S(=O)(=O)N2CCOC2CNC(=O)C(=O)NCCc2ccc(OC)c(OC)c2)cc1 (stereo not drawn),3,10,3,22,1,0.2,25,-6,31
O=C(NCCO)/C(=C\c1ccco1)NC(=O)c1cccs1,-15,-1,-4,7,13,-0.3,26,0,0
COc1ccc(NC(=O)c2oc3ccccc3c2NC(=O)c2ccco2)cc1,-2,10,-14,14,6,0.0,-28,12,-2
O=C(NCCNc1ccc([N+](=O)[O-])cc1C(F)(F)F)c1cccc(F)c1,-18,6,3,-11,1,0.8,9,0,-9
CC(C)NS(=O)(=O)c1ccc(CCC(=O)NCc2ccc3c(c2)OCO3)cc1,7,15&8,6,-17&8,-7,0.5,-12,8,8
Cc1ccc(S(=O)(=O)NCc2ccc3c(c2)cc(C)n3C)cc1,5,7,4,26,0,4.5,-1,-6,7
Cc1nnc(SCC(=O)N2CC(=O)Nc3ccccc32)n1Cc1ccccc1,-4,6,-4,15,0,0.1,18,-17,-10
CCOc1cc(C(=O)Nc2cnccn2)cc(OCC)c1OCC,-8,5,-3[fluorescence artefact?],-1,15,0.4,-35,5,-1
CC1=NN=C(c2ccccc2)C(c2c[nH]c3ccccc23)N1O (stereo not drawn),-8,6,2,17,12,0.1,-6,-8,nt
COC(=O)C1CCN(C(=O)CN2C(=O)NC(CCc3ccccc3)C2=O)CC1 (stereo not drawn),0,10,-10,14,2,-0.3,-19,4[fluorescence artefact?],3
COc1ccc(C[C@@H]2CN3C(=NC[C@@H]3C)N2C[C@H](C)NC(=O)c2ccc(C)c(Br)c2)cc1,-1,4,-7,-20,-23,-0.3,17,5,3
O=C(N/N=C/c1cccc(O)c1)c1ccc(COc2ccc3c(c2)CCC3)o1,5,21,7,-56,2,0.6,-22,1,-7
O=S(=O)(c1ccc(Cl)c(NC(=S)Nc2ccccc2N2CCOCC2)c1)N1CCOCC1,0,12,-12,18,6,0.4,4,-4,19
N#Cc1cc2c(=O)n3ccccc3nc2n(CCCN2CCOCC2)c1=O,-9,12,4,2,149*,2.0,i,-2[fluorescence artefact?],3
COc1ccccc1OCC(=O)Nn1c(=S)[nH]c2ncccc2c1=O,-4,14,-2,29,1,0.6,4,-3[fluorescence artefact?],4

2 of these compounds, set out differently.
COc1ccc(NC(=O)c2oc3ccccc3c2NC(=O)c2ccco2)cc1
  Tb hexokinase: -2	PGE2 EP2 inh: 10	14-3-3 Bad PPI: -14	EP2 modulator: 14	Hck-Nef inh: 6	zVAD death inh: 0.0	Calpain2 inh: -28	eIF4E-4G inh: 12	Rad51 HR inh: -2

O=C(NCCNc1ccc([N+](=O)[O-])cc1C(F)(F)F)c1cccc(F)c1
  Tb hexokinase: -18	PGE2 EP2 inh: 6	14-3-3 Bad PPI: 3	EP2 modulator: -11	Hck-Nef inh: 1	zVAD death inh: 0.8	Calpain2 inh: 9	eIF4E-4G inh: 0	Rad51 HR inh: -9

More structures follow.
structure,Tb hexokinase,PGE2 EP2 inh,14-3-3 Bad PPI,EP2 modulator,Hck-Nef inh,zVAD death inh,Calpain2 inh,eIF4E-4G inh,Rad51 HR inh
O=C(COC(=O)C12CC3CC(CC(O)(C3)C1)C2)N1CCN(S(=O)(=O)c2ccc(Cl)cc2)CC1,1,6,-10[fluorescence artefact?],10,0,-0.3,13,1,5
COc1ccc(-c2nn(-c3ccccc3)cc2/C=N/NC(=O)c2ccc3c(c2)OCO3)cc1,-24,nt,7,-8,2,3.8,-72,1[fluorescence artefact?],nt
Cc1ccc(NC(=O)NC(=O)N(c2ccccc2)S(C)(=O)=O)cc1,8,16,-2,-25,0,0.1,9,1,1
C/C(=N/NS(=O)(=O)c1ccc(C)cc1)c1cccc(NC(=O)c2cccc(Cl)c2)c1,1,11,-1,-21,-1,0.7,-94,-2,2
CCOC(=O)c1c(C)n(C)c2ccc(OCC(O)Cn3nc(C)cc3C)cc12 (stereo not drawn),-4,7,-7,1,-1,1.9,-15,0,-3
COC(=O)CC1=C(C(=O)OC)C(c2cc(OC)c(OC)cc2OC)C(C#N)=C(N)O1 (stereo not drawn),1,8,-2,13,-21,0.1,1,3,0
O=C(Nc1ccc(Cl)cc1)c1ccc2c(c1)OCO2,-2,20,-6[fluorescence artefact?],-14,1,0.1,-3,4[fluorescence artefact?],3
O=C(NCCCN1CCC(Cc2ccccc2)CC1)C1CC(=O)N(C2CCCC2)C1 (stereo not drawn),5,9,10[fluorescence artefact?],18,1,-0.4,i,2[fluorescence artefact?],-7
CCc1cc2c3c(c1)C(C)CC(C)(C)N3C(=O)C2=O (stereo not drawn),-2,2,-11,1,2,-0.6,28,-1,nt
Cc1ccccc1OCCNc1cc(N2CCNCC2)ccc1[N+](=O)[O-],-1,10,-7,-65,40,9.2,8,-1,18
CSc1nc(Cl)c(Cc2ccc(OC(C)C)cc2)c(N2CCOCC2)n1,-5,-1,-4,28,-1,0.6,21,-3,-4
CCn1c(SCc2nc3ccccc3nc2C)nnc1-c1cccs1,-10,17,12,0,1,0.3,20,-4,10
CCN1CCN(c2nc(-c3cccs3)nc3ccccc23)CC1,-16,5,0,-9,0,2.5,-6,5[fluorescence artefact?],2
CCCc1[nH]nc2c1C(c1ccc(OC(=O)N3CCOCC3)c(OC)c1)C(C#N)=C(N)O2 (stereo not drawn),3,6,5,15,0,-0.1,-19,0,-2
Cc1ccc(C(=O)/C=C/c2ccco2)c(O)c1,-2,14,-5,24,9,0.3,-11,0,nt
CNC(=S)Nc1ccc(C23CC4CC(CC(C4)C2)C3)cc1,5,6,14,11,0,-0.3,23,1[fluorescence artefact?],-2
Cn1c(C2=C(O)CN(Cc3ccccc3)C2=N)nc2ccccc21,9,20,1,-12,2,-0.4,10,1,-4
Cc1ccc(OCC(=O)NC(=S)Nc2ccc(Br)c(C)n2)cc1,0,5,16,7,2,-0.3,-6,-4,-3
CC(C)CN(CC(C)C)CC(O)COc1ccccc1Br (stereo not drawn),22,12,11,43,1,-0.6,3,4,-12
COc1cccc(CNC(=O)CCC2CCCN(C(=O)C3=CC(=O)CC(C)(C)O3)C2)c1 (stereo not drawn),3,9,-1,15,2,1.0,-3,-1,-5
CC(C)(C)SCCNS(=O)(=O)c1ccccc1,0,14,-5,-7,1,-0.1,12,-5,-2
O=C(O)Cn1cc(C(=O)C(F)(F)F)c2ccccc21,-23,7,-2,3,16,3.9,-9,0,0
CCCc1cc(=S)n2c([nH]c3ccccc32)c1C#N,4,10,6,-36,-5,2.2,-99,6,-63
CC1Cc2ccccc2N1C(=O)CSc1nccc(=O)[nH]1 (stereo not drawn),-5,1,-2,5,18,0.1,-15,-1,-5
CC(=O)N1CC[n+]2c(-c3ccc([N+](=O)[O-])cc3)csc21,-22,5,12,4,-37,0.3,20,2,-14
COc1cc(OC)cc(C(=O)Nc2ccc(S(=O)(=O)Nc3nc(C)cc(C)n3)cc2)c1,-8,1,-10,22,16,22,-30,3,28
Cc1cc(NC(=O)c2sccc2C)n(-c2nc3ccccc3[nH]2)n1,2,6,-15,24,26,1.0,-5,-2,nt
COc1ccc2nc(NCc3ccccc3)[nH]c2c1,5,11,-12,2,0,1.1,7,2,3
COc1ccc(CC(NC(C)=O)C(=O)NC2CCN(C(=O)NCc3ccccc3)CC2)cc1 (stereo not drawn),5,4,3[fluorescence artefact?],25,3,0.4,7,2[fluorescence artefact?],2
CCC(=O)Nc1nnc(CCc2ccccc2)s1,0,1,-4,4,-6,0.2,3,1,-3
CSc1nc(Oc2ccccc2)c2sccc2n1,-4,6,-5,66*,0,-0.3,54*,-4,9
OCCOCCNc1ncnc2c1cnn2-c1ccccc1,-6,7,-1,-7,2,1.3,-12,7[fluorescence artefact?],4
O=C(CSc1nnc(CNc2ccc(F)cc2)o1)N1c2ccccc2Sc2ccccc21,0,6,-20[fluorescence artefact?],14,0,0.2,4,-2,1
CC(OC(=O)c1ccc(S(=O)(=O)N(C)C)cc1)C(=O)Nc1ccc(Cl)cn1 (stereo not drawn),2,3,-2,-65,0,8.6,3,4,-7
C=CCN1C(=O)C(CC(=O)Nc2ccccc2)SC1=Nc1c(C)n(C)n(-c2ccccc2)c1=O (stereo not drawn),-4,15,-7,-5,0,0.0,-37,-5,-13
O=c1[nH]cc(F)c(=O)[nH]1,-5,8&11&16,-5,27&21&36,-3,0.3,-5,4,-10
CC1(C)Cc2c(sc3nc(SCC(=O)NCc4ccccc4)n(-c4ccccc4)c(=O)c23)CS1,4,13,4,14,2,-0.3,-12,-3,-2

By substructure, the entries above with four or more nitrogen atoms.
structure,Tb hexokinase,PGE2 EP2 inh,14-3-3 Bad PPI,EP2 modulator,Hck-Nef inh,zVAD death inh,Calpain2 inh,eIF4E-4G inh,Rad51 HR inh
Cc1nnc(SCC(=O)N2CC(=O)Nc3ccccc32)n1Cc1ccccc1,-4,6,-4,15,0,0.1,18,-17,-10
CC1=NN=C(c2ccccc2)C(c2c[nH]c3ccccc23)N1O (stereo not drawn),-8,6,2,17,12,0.1,-6,-8,nt
COc1ccc(C[C@@H]2CN3C(=NC[C@@H]3C)N2C[C@H](C)NC(=O)c2ccc(C)c(Br)c2)cc1,-1,4,-7,-20,-23,-0.3,17,5,3
O=S(=O)(c1ccc(Cl)c(NC(=S)Nc2ccccc2N2CCOCC2)c1)N1CCOCC1,0,12,-12,18,6,0.4,4,-4,19
N#Cc1cc2c(=O)n3ccccc3nc2n(CCCN2CCOCC2)c1=O,-9,12,4,2,149*,2.0,i,-2[fluorescence artefact?],3
COc1ccccc1OCC(=O)Nn1c(=S)[nH]c2ncccc2c1=O,-4,14,-2,29,1,0.6,4,-3[fluorescence artefact?],4
COc1ccc(-c2nn(-c3ccccc3)cc2/C=N/NC(=O)c2ccc3c(c2)OCO3)cc1,-24,nt,7,-8,2,3.8,-72,1[fluorescence artefact?],nt
Cc1ccccc1OCCNc1cc(N2CCNCC2)ccc1[N+](=O)[O-],-1,10,-7,-65,40,9.2,8,-1,18
CCn1c(SCc2nc3ccccc3nc2C)nnc1-c1cccs1,-10,17,12,0,1,0.3,20,-4,10
CCN1CCN(c2nc(-c3cccs3)nc3ccccc23)CC1,-16,5,0,-9,0,2.5,-6,5[fluorescence artefact?],2
CCCc1[nH]nc2c1C(c1ccc(OC(=O)N3CCOCC3)c(OC)c1)C(C#N)=C(N)O2 (stereo not drawn),3,6,5,15,0,-0.1,-19,0,-2
Cn1c(C2=C(O)CN(Cc3ccccc3)C2=N)nc2ccccc21,9,20,1,-12,2,-0.4,10,1,-4
COc1cc(OC)cc(C(=O)Nc2ccc(S(=O)(=O)Nc3nc(C)cc(C)n3)cc2)c1,-8,1,-10,22,16,22,-30,3,28
Cc1cc(NC(=O)c2sccc2C)n(-c2nc3ccccc3[nH]2)n1,2,6,-15,24,26,1.0,-5,-2,nt
COc1ccc(CC(NC(C)=O)C(=O)NC2CCN(C(=O)NCc3ccccc3)CC2)cc1 (stereo not drawn),5,4,3[fluorescence artefact?],25,3,0.4,7,2[fluorescence artefact?],2
OCCOCCNc1ncnc2c1cnn2-c1ccccc1,-6,7,-1,-7,2,1.3,-12,7[fluorescence artefact?],4
O=C(CSc1nnc(CNc2ccc(F)cc2)o1)N1c2ccccc2Sc2ccccc21,0,6,-20[fluorescence artefact?],14,0,0.2,4,-2,1
C=CCN1C(=O)C(CC(=O)Nc2ccccc2)SC1=Nc1c(C)n(C)n(-c2ccccc2)c1=O (stereo not drawn),-4,15,-7,-5,0,0.0,-37,-5,-13

This is a subset; count on the stated rates, not on these rows.
